# Compound activity as filed in PubChem BioAssay.
# ELG1 repair inh: inhibitors of ELG1-dependent DNA repair in HEK293T cells; HEK293T ELG1-luciferase reporter, luminescence, 16 h; DNA damage induced by 5-fluorouridine; Potency, µM (doses to about 46.1 µM), for inactives: at the top dose activity change, negative = inhibition, hits mostly inhibitors; hit rate 2.3% among 330,000; also: potency is read from the fitted curve at half-maximal effect; % is scaled to controls: 0 for no effect and ±100 for the full control effect; nearly all actives have a fitted effect of over 55% in size
#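 Reporter activity after DNA damage by 5-fluorouridine is monitored. Compound-treated cells incubate 16 hr at 37 °C, then ONE-Glo is added for 30 min before luminescence reading.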
# CXXC DNA block: blocks binding of human MLL CXXC domain to DNA; Q03164; MLL-CXXC / FITC-HOXA9 DNA fluorescence polarization; Potency, µM (titrated, usually from 115 µM), inactives show top-dose activity change, negative = inhibition, usual class: inhibitors; hit rate 0.037% among 290,000; AID 2662; active = well fitted inhibition curve with a large enough effect in the polarisation, with a control signal flat, not every such curve was filed as active; inconclusive = small, poorly fitted or top-dose-only effect, or effect the other way, or a change in a side signal; inactive = no such curve, though single readings can be large or run the other way; the % refers to the polarisation; also: potency is read from the fitted curve at half-maximal effect
#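 Fluorescence polarization: 7 uM MLL-CXXC (stock) preincubated 5 min with compounds, then 50 nM fluorescein-HOX-A9 DNA (stock) added; 30 min ambient. Buffer 50 mM Tris-HCl pH 7.5, 50 mM NaCl, 1 mM DTT, 0.05% BSA.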
# p53 reactivator: restores transcriptional activity of mutant p53. Potency, µM (top dose mostly 92.2 µM), inactives show at the highest dose activity change, positive = activation, actives largely listed as activators. H1299 p53-A138V BP100-luciferase reporter, luminescence, 24 h. hit rate 0.063% among 320,000; also: potency is read from the fitted curve at half-maximal effect; % of control where 0% means no effect; nearly all actives have a fitted effect of over 45% in size
#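 H1299 (p53-null), stable ts p53-A138V + BP100-Luc; 1000 cells/well, Opti-MEM/10% FBS; cpd 4 pt, 1:5; 24 h, 37 deg C, 5% CO2; detection reagent 10 min RT; luminescence.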
# TCR activator: activators of T cell receptors. AID 504894. Potency, µM (top dose mostly 9.22 µM), for the others: at the top dose activation of IL-2 secretion, most hits filed as activators. 330,000 tested, under 10 active. primary human leukocytes, anti-CD3, IL-2 HTRF, 48 h; also: % of control where 0% means no effect
#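 1) Mix primary human leukocytes, a-CD3 beads and compound. 2) Incubate 48 hr. 3) Add HTRF IL-2 reagents (a-IL-2-K, a-IL-2-d2).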
# BRCA1 expr up: BRCA1 expression activation | AID 624202 | MCF7-BRCA1-FFLuc reporter, luminescence, 48 h; response scale: scaled: vehicle 0%, 10 µM genistein 100% | hit rate 1.1% among 380,000 | Potency, µM (doses to about 46.1 µM), inactives show at the top dose activation, actives largely listed as activators; also: potency is read from the fitted curve at half-maximal effect; nearly all actives have a fitted effect of over 80% in size; some results filed as inactive show a strong effect at the top dose
#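 Activators of BRCA1 expression were detected as increased firefly luciferase luminescence in engineered MCF7 cells after 48 h compound incubation. Signals were scaled to genistein 10 microM as full activation.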
# B2AR arrestin: beta2AR (human) beta-arrestin recruitment activity | AID 492947 | P07550 | beta-arrestin recruitment to beta2AR, cell-based reporter | Potency, µM (series often up to 46.1 µM), without a hit: top-dose activation, hits mostly activators | hit rate 0.02% among 330,000;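 also: potency is read from the fitted curve at half-maximal effect; 0% = DMSO controls and full agonism = EC100 isoproterenol or metaproterenol; nearly all actives have a fitted effect of over 65% in size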
# TSG101-PTAP inh: blocks PTAP/TSG101 interaction to inhibit HIV-1 budding. AID 493005. Potency, µM (doses to about 115 µM), inactives show at the top dose activity change, negative = inhibition, actives largely listed as inhibitors. 340,000 tested, under 10 active. Fluorescence polarization, FITC-PTAP peptide / Tsg101 binding. Q99816; active = well fitted inhibition curve with a large enough effect in the main read-out, with a control signal flat, not every such curve was filed as active; inconclusive = small, poorly fitted or top-dose-only effect, or effect the other way, or a change in a side signal; inactive = no such curve, though single readings can be large or run the other way; also: potency is read from the fitted curve at half-maximal effect; % of control where 0% means no effect
#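 FP read-out: FITC-PTAP peptide, 50 nM final, binding Tsg101 binding domain, 10 uM final; 20 min, r.t.; 10 mM HEPES pH 7.5, 0.15 M NaCl, 0.01% Tween 20, 3 mM EDTA, 0.1 mM TCEP.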
# a7 integrin act: activators of alpha7 integrin expression for muscular dystrophy; alpha7betagal myoblasts, beta-gal FDG fluorescence, 48 h; Potency, µM (doses to about 38.3 µM), inactives show top-dose activation, most hits filed as activators; hit rate 0.064% among 350,000; AID 624291;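 also: potency is read from the fitted curve at half-maximal effect; 100% = response of the positive control SU9516; nearly all actives have a fitted effect of over 60% in size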
#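 alpha7betagal+/- myoblasts (passage 13, 250/well) treated 48 h at 37C with compounds at 1:260 dilution of DMSO stock. Lysed, then beta-galactosidase activity read as FDG fluorescence (ex 480/em 540) after 30 min, with pre-read for autofluorescence.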
# TRPV1 ag: human TRPV1 agonism | Q8NER1 | TRPV1-expressing cells, Fluo-8 calcium influx, agonist mode | activation, % at 8.33 µM | hit rate 0.19% among 320,000; in the data active = activation above about 80%; inconclusive = between about 30% and that limit; also: 0% is about no effect
# Target sequence (Q8NER1 whole entry, looked up): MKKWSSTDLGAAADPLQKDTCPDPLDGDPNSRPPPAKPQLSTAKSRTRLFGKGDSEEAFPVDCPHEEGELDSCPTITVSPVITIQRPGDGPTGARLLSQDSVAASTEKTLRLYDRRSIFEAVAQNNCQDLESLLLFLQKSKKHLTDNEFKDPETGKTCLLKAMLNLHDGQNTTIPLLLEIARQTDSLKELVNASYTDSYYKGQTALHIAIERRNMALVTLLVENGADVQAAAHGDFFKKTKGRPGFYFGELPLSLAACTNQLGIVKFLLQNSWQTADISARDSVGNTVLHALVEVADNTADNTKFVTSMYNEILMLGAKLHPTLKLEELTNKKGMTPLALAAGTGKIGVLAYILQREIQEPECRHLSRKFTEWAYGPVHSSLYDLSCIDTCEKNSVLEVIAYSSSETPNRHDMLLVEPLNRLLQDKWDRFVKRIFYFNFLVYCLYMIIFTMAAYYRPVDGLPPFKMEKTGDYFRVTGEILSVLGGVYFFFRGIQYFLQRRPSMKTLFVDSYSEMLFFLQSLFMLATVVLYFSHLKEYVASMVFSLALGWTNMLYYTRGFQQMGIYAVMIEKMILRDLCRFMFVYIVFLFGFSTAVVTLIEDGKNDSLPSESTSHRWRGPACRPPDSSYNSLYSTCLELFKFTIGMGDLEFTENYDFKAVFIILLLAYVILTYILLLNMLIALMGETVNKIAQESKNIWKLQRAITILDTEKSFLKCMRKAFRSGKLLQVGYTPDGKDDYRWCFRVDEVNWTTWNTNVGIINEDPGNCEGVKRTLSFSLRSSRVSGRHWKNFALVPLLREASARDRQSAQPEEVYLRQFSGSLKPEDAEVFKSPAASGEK
#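 TRPV1-expressing cells were cultured overnight at 35.5C and loaded with Fluo-8 calcium dye for 40 to 90 min at room temperature. After a 10 s baseline, compound was added and calcium influx was read kinetically for 3 min (ex 480/em 520 nm).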
# A-T KAP1 phos: potential ataxia-telangiectasia treatments restoring KAP-1 phosphorylation. AID 485349. […] A-T fibroblasts, KAP-1 phosphorylation AlphaLISA; neocarzinostatin DNA damage 30 min before lysis. hit rate 0.19% among 320,000. Potency, µM (highest dose often 57.5 µM), inactives show at the highest dose activation, hits mostly activators; also: potency is read from the fitted curve at half-maximal effect; % of control where 0% means no effect; nearly all actives have a fitted effect of over 45% in size
#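 hTERT-immortalized A-T patient fibroblasts ([…]), 500 cells/well in OPTI-MEM, 1% FBS, got compounds for 60 min, then NCS for 30 min at 37C. Lysates were then assayed for phospho-KAP-1 by AlphaLISA (anti-pKAP1 donor, anti-KAP1 acceptor beads), 6 hr at 25C.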
# The depositor's hits bear a star; ? = inconclusive; . = no result given; [ ] = remark or other dose. Unless noted, calls follow the shape of the dose curve; as a rule, active = well fitted curve in the direction sought with a large enough effect; inconclusive = small, poorly fitted or top-dose-only effect, or another doubt; inactive = no such curve, though single readings can be large; an effect the other way counts as inactive or inconclusive.
SMILES,ELG1 repair inh,CXXC DNA block,p53 reactivator,TCR activator,BRCA1 expr up,B2AR arrestin,TSG101-PTAP inh,a7 integrin act,TRPV1 ag,A-T KAP1 phos
CCc1cc(=O)oc2c3c(cc(OCC(=O)N[C@H](C(=O)O)[C@H](C)CC)c12)OC(C)(C)CC3,8%,4%,2%,-2%,3%,0.1%,-10%,-12%,-1,-1%
CN(Cc1cccs1)C(=O)Cc1c[nH]c2ccccc12,?,-4%,?,9%[46.1 µM],67%,0.1%,1%,20%,-2,1%
CCc1nnc(NC(=O)CSc2nnc(-c3ccc(OC)cc3)n2C)s1,11%,3%,2%,-4%,-2%,-0.1%,-13%,5%,-2,5%
Cc1ccc(S(=O)(=O)N2CCC(=O)CC2)cc1,-1%,3%,4%,5%,0%,0.7%,-3%,-29%,2,3%
N#Cc1ccc(C(=O)OCCCc2cc3ccccc3c(=O)o2)cc1,12%,.,14%,-1%,3%,0.1%,1%,6%,15,16%
CC(C)(C)c1ccc(C(=O)c2c[nH]c(C(=O)NCCCn3ccnc3)c2)cc1,?,23%,7%,-2%,0%[1.84 µM],-0.1%,-2%,-28%,8,-14%
CN(Cc1nc2ccc(F)cc2[nH]1)Cc1c(C(=O)N(C)C)nc2ccc(Cl)cn12,5%,-4%,2%,0%,-15%,0.0%,-5%,-14%,0,0%
CC(C)CC(NC(N)=O)C(=O)NCc1ccc(Cl)cc1 (stereo unspecified),9%,1%,2%,-2%,7%,-0.1%,-2%,3%,0,2%
CC(=O)Nc1ccc(NC(=O)CC23CC4CC(CC(C4)C2)C3)cc1,-4%,-5%,-1%,2%,-31%,-0.7%,-2%,?,15,4%
CCc1ccc(N(C2C=CS(=O)(=O)C2)S(=O)(=O)c2ccc(C)cc2)cc1 (stereo unspecified),6%,-4%,0%,4%,5%,-1.4%,-1%,3%,12,56%
COc1ccc(NC(=O)CSc2nc(N)c(-c3ccccc3)c(=O)[nH]2)cc1,?,5%,9%,-7%,-8%,-0.1%,-4%,-48%[inhibitor],1,6%
O=S(=O)(Cc1ccc(Cl)cc1)C1CCCCC1O (stereo unspecified),?,-12%,-3%,3%,-9%,-0.6%,-3%,11%,19,4%
c1ccc(C2CC(c3cccs3)=NN2c2ccccc2)cc1 (stereo unspecified),-10%,9%,4%,-6%,0%,-0.4%,?,0%,5,20µM*
CCCCCCSc1ccc([C@@H]2[C@H]3C(=O)N(CC)C(=O)[C@H]3[C@]3(C(=O)OC)CCCN23)cc1,-14%,.,-8%,-5%,-12%,-1.1%,27%,7%,6,1%
CCSc1ccccc1C(=O)N=C1NC(=O)CC2C(=O)NCCN12 (stereo unspecified),2%,-1%,2%,6%,-3%,0.1%,1%,10%,8,2%

# In the list so far, these contain an aryl methoxy group.
SMILES,ELG1 repair inh,CXXC DNA block,p53 reactivator,TCR activator,BRCA1 expr up,B2AR arrestin,TSG101-PTAP inh,a7 integrin act,TRPV1 ag,A-T KAP1 phos
CCc1nnc(NC(=O)CSc2nnc(-c3ccc(OC)cc3)n2C)s1,11%,3%,2%,-4%,-2%,-0.1%,-13%,5%,-2,5%
COc1ccc(NC(=O)CSc2nc(N)c(-c3ccccc3)c(=O)[nH]2)cc1,?,5%,9%,-7%,-8%,-0.1%,-4%,-48%[inhibitor],1,6%

# (cont.)
SMILES,ELG1 repair inh,CXXC DNA block,p53 reactivator,TCR activator,BRCA1 expr up,B2AR arrestin,TSG101-PTAP inh,a7 integrin act,TRPV1 ag,A-T KAP1 phos
Cc1ccccc1N/C(SCc1ccc(Cl)cc1)=C(/C#N)C(=O)NCc1ccco1,?,4%,-9%,4%,-34%,-0.3%,-7%,5%,23,-5%
CCc1cccc(CC)c1-n1c(SCC(=O)N2CCc3ccccc3C2)nnc1-c1cccnc1,?,34%[activator],-9%,0%[46.1 µM],-69%,-1.1%,-1%,-7%,-2,1%
Cc1nc2sccn2c(=O)c1Cl,29%,1%,4%,1%,21%,-0.3%,-4%,8%,0,-1%
Cc1nnc2ccc(-c3ccc(NC(=O)c4cccnc4Cl)cc3)nn12,?,-4%,0%,4%,-27%,0.1%,-2%,5%,-1,-2%
CCOc1ccc(OCCSc2nc(C)cc(=O)[nH]2)cc1,?,-7%,16%,-2%,?,0.3%,-2%,5%,?,6%
CC(C)n1nc(C(=O)Nc2ccc3c(c2)OCO3)c2ccccc2c1=O,?,.,11%,-1%,51%,0.1%,-3%,-25%,16,-3%
CC1=NOC(=O)/C1=C\c1ccc(-c2cc(Cl)ccc2Cl)o1,?,?,2%,-11%,-30%,-0.3%,-2%,21%,15,.
CC(=O)N[C@@H](Cc1c[nH]c2ccccc12)C(=O)OCC(=O)Nc1cc(C)on1,.,.,.,1%,-4%,.,-3%,-31%,.,.
O=c1cc(CSc2nc(NCc3ccccc3)c3ccccc3n2)nc2ccc(Cl)cn12,?,2%,-18%,7%[46.1 µM],-14%,-0.2%,0%,-32%,1,-1%
CS(=O)(=O)c1ccc2nc(NC(=O)CCS(=O)(=O)c3ccccc3)sc2c1,-8%,0%,-11%,7%,-84%,-0.3%,-1%,-65%[inhibitor],2,-3%
C=CCn1c(=N)c(C(=O)OC)cc2c(=O)n3cccc(C)c3nc21,-5%,7%,2%,.,.,0.3%,.,.,4,10%
CC(C)CNC(=S)NC1CC2CCC(C1)N2Cc1ccccc1 (stereo unspecified),8%,-1%,3%,4%,-31%,-1.0%,-2%,3%,12,17%
O=S(=O)(Nc1nc2ccccc2nc1N1CCN(c2ccccc2)CC1)c1ccc(F)cc1,-10%,7%,16%,-2%[46.1 µM],-36%,0.5%,-5%,24%,22,1%
CCN(C(=O)COC(=O)CCc1ccccc1OC)c1c(N)n(Cc2ccccc2)c(=O)[nH]c1=O,29%,.,-1%,5%,-8%,0.0%,2%,10%,1,12%
O=C(C1=C[C@H](c2ccc(Br)cc2)C[C@H](OCCCCO)O1)N1CCN(Cc2ccc3c(c2)OCO3)CC1,?,-20%,1%,-5%,0%,0.4%,-3%,2%,8,-4%
Cc1cccc2cc(C(c3nnnn3Cc3ccccc3)N3CCN(C)CC3)c(=O)[nH]c12 (stereo unspecified),1%,-3%,-12%,0%,-22%,0.3%,-3%,?,1,13%
Cc1ccc(NC(=O)c2ccc(NCCCN3CCC(C)CC3)c([N+](=O)[O-])c2)cc1F,?,33%[activator],-5%,3%,-32%,0.0%,1%,0%,-3,3%
CCc1cccc(CC)c1-n1c(SCC(=O)c2c(N)n(C)c(=O)n(C)c2=O)nnc1-c1cccnc1,25%,12%,2%,-2%[46.1 µM],-30%,-0.5%,-2%,15%,0,4%
O=C1CCC(C(=O)N2CCCO2)CN1Cc1cccc(C(F)(F)F)c1 (stereo unspecified),?,-10%,.,6%,24%,0.0%,-3%,0%,5,2%
CSC1=C(C#N)C(c2ccc(C)cc2)C2=C(CCCC2=O)N1 (stereo unspecified),3%,-2%,0%,0%,2%,-0.4%,0%,-12%,6,-1%
O=C(NCC(c1ccco1)N1CCN(c2ccccc2F)CC1)c1cccs1 (stereo unspecified),-23%,.,0%,-2%,-7%,0.3%,0%,9%,-4,10%
O=C(Oc1ccccc1C(=S)N1CCCCC1)c1cc([N+](=O)[O-])cc([N+](=O)[O-])c1,-5%,-5%,7%,-3%[46.1 µM],3%,-0.9%,-5%,-17%,-2,2%
CC1(c2ccc(OC(F)F)cc2)NC(=O)N(CC(=O)Nc2ccccc2)C1=O (stereo unspecified),?,2%,15%,-12%,24%,-0.6%,0%,-27%,26,-1%
Cc1ccc(CNC(=O)CCSCc2ccc(C)cc2)cc1,8%,-18%,3%,1%,-1%,0.9%,0%,?,?,3%
COc1cccc(CNC(=O)c2cc(S(=O)(=O)N3CCOCC3)cn2C)c1,18%,.,2%,0%,-7%,0.0%,-9%,16%,-3,11%
COc1cc(C2C3=C(CC(c4ccco4)CC3=O)Nc3ccccc3N2C(C)=O)cc(OC)c1OC (stereo unspecified),7%,-3%,-10%,-3%,-10%,-0.2%,-1%,3%,2,-2%
COC(=O)c1ccccc1NC(=O)NCCc1ccccc1OC,?,?,3%,2%,40%,0.2%,-10%,16%,2,4%
CCN1C[C@@H]2[C@@H]3C(=O)N(Cc4ccccc4)C(=O)[C@@H]3[C@](Cc3ccccc3)(C(=O)OC)N2C1=NCc1ccccc1,.,.,.,12%,5%,.,-3%,0%,.,.
COc1cc(C2c3cc(O)c(OC)cc3CC(C(=O)O)C2CO)ccc1O (stereo unspecified),.,.,.,6%,-17%,.,-4%,0%,.,.
Cc1c(Cl)c([N+](=O)[O-])nn1CCCC(=O)NCCc1ccccc1,?,4%,?,10%,97%,0.5%,2%,-11%,6,1%
CC1CC(NS(=O)(=O)c2cc3c4c(c2)CCN4C(=O)CC3)CC(C)(C)C1 (stereo unspecified),?,.,-2%,-1%,-12%,-0.3%,-1%,2%,0,2%
COc1ccc(S(=O)(=O)Nc2ccc(OCC(=O)O)cc2)c2ccccc12,-15%,19%,8%,3%,-7%,-0.8%,-1%,-12%,-1,-20%
